MOR-DOR ag = agonists of OPRM1-OPRD1 heterodimerization, primary screen, cell-based, luminescence | actives 0.3% (n = 340,000) | activation, % at 9.3 µM | AID 504326, 2011 | cells | Mu-type opioid receptor (Homo sapiens) + Delta-type opioid receptor (Homo sapiens), …; in the data active means activation above about 18%;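 further: 0% = vehicle-treated cells and 100% = reference agonist; values of inactives mirror those of a sister screen read the other way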
V-ATPase pHluor = regulators of yeast V-ATPase proton pumping, primary screen, pHLuorin cytosolic pH fluorescence; response, % at 10 µM; S. cerevisiae; actives 0.37% (n = 350,000); in the data active means response mostly above about 7.3%, no sharp cut-off; inactive means mostly below about 5.4%; further: actives read high; inactives centre near 0; some compounds called inactive have numbers as strong as hits; reference of the scale not given here
MOR-DOR inv ag = inverse agonists of MOR-DOR heterodimerization, primary screen, cell-based, luminescence. Mu-type opioid receptor (Homo sapiens) + Delta-type opioid receptor (Homo sapiens), …. cell-based MOR-DOR heterodimer luminescence, inverse agonism. inhibition, % at 9.3 µM. actives 0.21% (n = 340,000); in the data active means inhibition above about 22%, passing the limit was not always enough;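 further: 0% = cells with DMSO and 100% = wells without cells with DMSO; values of inactives mirror those of a sister screen read the other way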
HTR5A ag = HTR5A agonists in luminescence cell assay, primary screen, counter-screen for OPRM1-OPRD1 heterodimer agonist project, full-deck HTS; activation, % at 9.3 µM; cell-based; actives 0.61% (n = 340,000); 5-hydroxytryptamine receptor 5A (Homo sapiens), P47898; AID 504692, 2011; in the data active means activation mostly above about 9.5%, no sharp cut-off; inactive means mostly below about 7.6%;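 further: 0% = cells with vehicle only and 100% = reference agonist; strong numbers were not always called active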
DSG3 Ab inh = inhibitors of pemphigus antibody binding to DSG3, primary screen, biochemical, bead-based, flow cytometry, scFv-GFP | Desmoglein-3 (Homo sapiens), P32926 | DSG3-coupled beads, scFv-anti-DSG3-GFP binding; active compounds read low | binding (percent of control), % at 10 µM | actives 0.48% (n = 310,000) | AID 588358, 2011;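 active means binding more than 3 SD below its plate's average and above zero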;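 further: hits lower antibody fragment binding to DSG3; some compounds called inactive have numbers as strong as hits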
PKA-R2B activ = activators of PKA-R2B holoenzyme, primary screen, biochemical, fluorescence polarization, Cy5-IP20, human | cAMP-dependent protein kinase catalytic subunit beta (Homo sapiens) + cAMP-dependent … | PKA-R2B holoenzyme dissociation; R2B truncated from residue 108, S112A mutant; 0% DMSO only, 100% 113 µM cGMP | activation, % at 11.4 µM | actives 0.079% (n = 340,000) | AID 504700, 2011;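 active means activation above a cutoff set at the mean over all compounds plus 3 SD, cut at about 18% in these data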;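 further: higher means more holoenzyme dissociation and a rise in polarization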
Target sequence (P31323 whole entry, looked up, other chains not shown, the tested form may be a part): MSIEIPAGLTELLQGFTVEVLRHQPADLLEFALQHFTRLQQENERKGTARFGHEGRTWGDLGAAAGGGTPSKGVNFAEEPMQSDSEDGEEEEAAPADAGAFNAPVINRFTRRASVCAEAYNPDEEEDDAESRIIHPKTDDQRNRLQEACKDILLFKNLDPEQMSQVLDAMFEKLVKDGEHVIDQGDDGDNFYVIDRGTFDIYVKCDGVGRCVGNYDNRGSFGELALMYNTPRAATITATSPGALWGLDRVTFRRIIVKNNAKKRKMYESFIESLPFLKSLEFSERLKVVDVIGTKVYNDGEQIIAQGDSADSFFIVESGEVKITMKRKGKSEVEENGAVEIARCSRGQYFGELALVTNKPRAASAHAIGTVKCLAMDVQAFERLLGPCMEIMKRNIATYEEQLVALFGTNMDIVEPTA
Arr AP2 block = inhibitors of beta-arrestin/AP2 binding, primary screen, biochemical, GPCR trafficking, flow cytometry | FITC-arrestin peptide / GST-AP2 beads; AP2 beta2 appendage carries R879A mutation | inhibition, % at 10 µM | actives 0.31% (n = 340,000);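 active means inhibition above a set limit, near 3 SD of compounds lacking own fluorescence, cut at about 54% in these data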;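 further: plate controls were DMSO wells for no effect and 5 µM unlabelled arrestin peptide for full effect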
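Test system: GST-tagged AP2 beta2-adaptin appendage (R879A) on 4 µm glutathione beads; also added: fluorescein-tagged arrestin peptide at 50 nM final; timing: 12 min plus 1 h, RT; signal: flow cytometry, FL1 (488/535 nm); read-out: percent drop in bead-associated FITC signal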
HTR5A inv ctr = HTR5A inverse agonists in luminescence cell assay, primary screen, counter-screen for OPRM1-OPRD1 heterodimer inverse agonist project, full-deck HTS | 5-hydroxytryptamine receptor 5A (Homo sapiens), P47898 | HTR5A cell line, inverse agonism | inhibition, % at 9.3 µM | actives 0.083% (n = 340,000) | AID 504634, 2011; in the data active means inhibition mostly above about 23%, no sharp cut-off; inactive means mostly below about 18%;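 further: 0% = cells with DMSO and 100% = no-cell wells with DMSO; some compounds called inactive have numbers as strong as hits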
PKA-R1A activ = activators of PKA-R1A holoenzyme, primary screen, biochemical, fluorescence polarization, Cy5-IP20, bovine R1A, mouse PKAc | cAMP-dependent protein kinase type I-alpha regulatory subunit (Bos taurus) + … | PKA-R1A dissociation; scaled: DMSO 0%, 113 µM cGMP 100% | activation, % at 11.4 µM | actives 0.083% (n = 340,000) | AID 504707, 2011;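 active means percent activation above the mean of all tested compounds plus 3 SD, cut at about 19% in these data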;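 further: higher means more PKAc released from R1A so a rise in polarization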
DAGLB inhibitor = DAGLB lipase inhibitors, primary screen, biochemical, fluorescence, HTS; HEK293T DAGLB membrane lysate, EnzChek fluorogenic substrate; Diacylglycerol lipase-beta (Homo sapiens), Q8NCG7; actives 0.059% (n = 340,000); inhibition, % at 5.17 µM; in the data active means inhibition above about 34%;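 further: 0% = enzyme with vehicle and 100% = wells lacking enzyme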
Target sequence (Q8NCG7 whole entry, looked up): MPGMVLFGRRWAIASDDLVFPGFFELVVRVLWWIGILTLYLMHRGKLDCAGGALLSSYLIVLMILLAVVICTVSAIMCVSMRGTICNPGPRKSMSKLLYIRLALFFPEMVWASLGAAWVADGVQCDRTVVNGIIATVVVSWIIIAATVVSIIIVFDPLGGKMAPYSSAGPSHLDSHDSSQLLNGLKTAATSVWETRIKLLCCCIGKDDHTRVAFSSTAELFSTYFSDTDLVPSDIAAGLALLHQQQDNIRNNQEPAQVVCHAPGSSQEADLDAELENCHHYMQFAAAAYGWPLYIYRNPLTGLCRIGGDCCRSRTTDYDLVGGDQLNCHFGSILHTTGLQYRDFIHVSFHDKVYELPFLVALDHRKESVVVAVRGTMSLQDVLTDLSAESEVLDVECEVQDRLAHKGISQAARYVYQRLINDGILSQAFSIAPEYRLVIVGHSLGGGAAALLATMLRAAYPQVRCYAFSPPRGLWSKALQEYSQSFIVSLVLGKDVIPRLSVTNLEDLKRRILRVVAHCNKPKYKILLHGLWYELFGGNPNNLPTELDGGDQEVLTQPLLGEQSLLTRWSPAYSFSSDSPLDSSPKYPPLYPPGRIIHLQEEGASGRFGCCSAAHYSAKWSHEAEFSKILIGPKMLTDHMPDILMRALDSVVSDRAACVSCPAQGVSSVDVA
* = called active by the depositor; i = inactive; nt = no result given.

SMILES	MOR-DOR ag	V-ATPase pHluor	MOR-DOR inv ag	HTR5A ag	DSG3 Ab inh	PKA-R2B activ	Arr AP2 block	HTR5A inv ctr	PKA-R1A activ	DAGLB inhibitor
CC(C)NC(=O)c1ccc(COCC(F)(F)C(F)F)cc1	-3.2	1	16	0	97	-5	17	-1	-5	0
COc1ccc(CCNC(C(=O)Nc2cc(C)cc(C)c2)c2ccccc2)cc1 (stereo not drawn)	-1.6	1	9	-6	117	-1	1	12	-2	-10
O=C(COC(=O)c1ccccc1)Nc1ccc(Cl)cn1	-3.7	2	19	-3	100	-6	37	7	-8	-3
CN(C(=O)CSc1nnc(-c2ccncc2)n1Cc1ccccc1)C1CCS(=O)(=O)C1 (stereo not drawn)	-3.1	-1	15	1	111	2	45	-2	6	-2
CC(=O)c1c(C)[nH]c(C(=O)COC(=O)c2cc(C)oc2C)c1C	-1.1	3	4	2	106	-11	-8	-40	-5	-2
COC(=O)c1ccc(NC(=O)CSCc2ccc(C)cc2)cc1	-0.5	-2	3	1	102	7	0	-36	-9	-7
Nc1c(C(=O)OCC(=O)NCc2ccccc2)[nH]c(=O)[nH]c1=O	-1.8	-3	9	10	98	-6	15	-27	-9	0
CS(=O)(=O)n1nc(OC(=O)c2cc(Br)ccc2Cl)cc1N	-2.1	6	13	0	86	-9	10	0	8	-2
Cc1cc(Cl)ccc1OC(C)C(=O)OCC(=O)c1ccc[nH]1 (stereo not drawn)	5.2	-1	-20	-7	100	-11	31	17	7	-3
CCOC(=O)C1=C(c2ccccc2)c2ccccc2OC1C(=O)OCC (stereo not drawn)	1.9	-3	-9	0	i	-4	1	1	-12	-9
NC(c1ccncc1)c1ccc(Cl)cc1 (stereo not drawn)	nt	nt	nt	nt	92	-3	nt	nt	8	1
Cc1nc(Nc2ccc(Cl)cc2)c(C#N)c(=O)[nH]1	-2.4	3	12	16*	110	4	9	-43	-20	-2
C=CCn1c(SCc2c(F)c(F)c(F)c(F)c2F)nc(O)cc1=O	-1.9	-1	10	-2	97	-10	0	-16	-4	-5
Cc1ccc(C)c(-n2c(CNC(=O)c3ccco3)nnc2SCC(=O)N2CCc3ccccc32)c1	-1.6	2	10	1	96	-4	4	26	15	1
C(=N\n1cnnc1)/c1ccc(N2CCOCC2)cc1	-1.0	-3	5	1	106	1	17	1	8	-1
Cc1ccc(NC(=O)COC(=O)COc2cccc3c2OC(C)(C)C3)c(C)c1	-3.0	-5	14	2	98	2	-4	-4	3	-4
CC1=C(C(=O)OC(C)C)C(c2cccs2)NC(=S)N1 (stereo not drawn)	-1.6	-2	8	-2	101	-4	1	6	-2	-1
COc1ccc2c(c1OC)C(=O)N(c1nc(SC)n[nH]1)C2=O	-3.1	-4	16	-4	110	4	-17	11	7	-1
C/C(=N\NC(=O)c1ccco1)c1ccc(NC(=O)C(F)(F)F)cc1	-2.4	1	13	-1	nt	-7	-19	2	-2	2
CC1CCN(C(=O)c2ccc(N3CCOCC3)c([N+](=O)[O-])c2)CC1	-3.5	3	14	3	106	7	24	-4	2	2

13 structures from above, ordered by molecular weight, high to low:
SMILES	MOR-DOR ag	V-ATPase pHluor	MOR-DOR inv ag	HTR5A ag	DSG3 Ab inh	PKA-R2B activ	Arr AP2 block	HTR5A inv ctr	PKA-R1A activ	DAGLB inhibitor
Cc1ccc(C)c(-n2c(CNC(=O)c3ccco3)nnc2SCC(=O)N2CCc3ccccc32)c1	-1.6	2	10	1	96	-4	4	26	15	1
CS(=O)(=O)n1nc(OC(=O)c2cc(Br)ccc2Cl)cc1N	-2.1	6	13	0	86	-9	10	0	8	-2
C=CCn1c(SCc2c(F)c(F)c(F)c(F)c2F)nc(O)cc1=O	-1.9	-1	10	-2	97	-10	0	-16	-4	-5
CCOC(=O)C1=C(c2ccccc2)c2ccccc2OC1C(=O)OCC (stereo not drawn)	1.9	-3	-9	0	i	-4	1	1	-12	-9
C/C(=N\NC(=O)c1ccco1)c1ccc(NC(=O)C(F)(F)F)cc1	-2.4	1	13	-1	nt	-7	-19	2	-2	2
CC1CCN(C(=O)c2ccc(N3CCOCC3)c([N+](=O)[O-])c2)CC1	-3.5	3	14	3	106	7	24	-4	2	2
Cc1cc(Cl)ccc1OC(C)C(=O)OCC(=O)c1ccc[nH]1 (stereo not drawn)	5.2	-1	-20	-7	100	-11	31	17	7	-3
COc1ccc2c(c1OC)C(=O)N(c1nc(SC)n[nH]1)C2=O	-3.1	-4	16	-4	110	4	-17	11	7	-1
CC(=O)c1c(C)[nH]c(C(=O)COC(=O)c2cc(C)oc2C)c1C	-1.1	3	4	2	106	-11	-8	-40	-5	-2
CC1=C(C(=O)OC(C)C)C(c2cccs2)NC(=S)N1 (stereo not drawn)	-1.6	-2	8	-2	101	-4	1	6	-2	-1
Cc1nc(Nc2ccc(Cl)cc2)c(C#N)c(=O)[nH]1	-2.4	3	12	16*	110	4	9	-43	-20	-2
C(=N\n1cnnc1)/c1ccc(N2CCOCC2)cc1	-1.0	-3	5	1	106	1	17	1	8	-1
NC(c1ccncc1)c1ccc(Cl)cc1 (stereo not drawn)	nt	nt	nt	nt	92	-3	nt	nt	8	1

As entered above.
Cc1ccc(NC(=O)COC(=O)COc2cccc3c2OC(C)(C)C3)c(C)c1 in PKA-R2B activ is listed with 2
CC(=O)c1c(C)[nH]c(C(=O)COC(=O)c2cc(C)oc2C)c1C in DSG3 Ab inh is listed with 106

(more compounds)
SMILES	MOR-DOR ag	V-ATPase pHluor	MOR-DOR inv ag	HTR5A ag	DSG3 Ab inh	PKA-R2B activ	Arr AP2 block	HTR5A inv ctr	PKA-R1A activ	DAGLB inhibitor
Cc1[nH]c2ccccc2c1C(=O)C(C)OC(=O)c1ccc([N+](=O)[O-])o1 (stereo not drawn)	9.7	7	-47	-1	117	0	-1	2	2	-2
COc1ccc(/C(C)=N/N=C(\C)c2ccc(OC)cc2OC)c(OC)c1	-2.5	0	13	2	80	-4	-2	-10	-1	-4
COc1ccccc1-n1cnc2cc(NCc3ccccc3O)ccc21	-1.9	-1	10	5	83	-12	15	-15	-7	3
CCOC(=O)c1sc(NC(=O)CSc2nc(C)cc(C)n2)c(C#N)c1C	0.7	1	-4	-1	103	-5	-2	-6	-16	0
O=c1nc2n(CCO)c3ccccc3cc-2c(=O)[nH]1	-0.3	0	2	-2	84	-6	-6	10	-1	1
COC(=O)C(Cc1ccccc1)NC(=O)c1cc(=O)[nH]c2ccccc12 (stereo not drawn)	-1.7	0	8	-10	105	-13	0	-21	-2	-1
CCOC(=O)C(Cc1ccc(O)cc1)Nc1nc2ccccc2o1 (stereo not drawn)	-2.7	-1	12	-2	98	-12	7	6	-8	-1
CCC1C(=O)c2ccccc2N(C)C1=O (stereo not drawn)	-0.4	nt	3	-1	101	-16	-5	3	-8	1
COc1ccc(CN2CCSCC2)cc1C	0.9	1	-5	-3	102	-3	5	7	-13	4
COC(=O)C(NC(=O)c1ccccc1)=C1C=C(C)OC(C)=C1	-0.7	1	4	0	101	10	-2	-8	3	0
COc1ccccc1CCc1nnc(CCC(=O)N(C)Cc2cccc3ncccc23)o1	-0.4	3	2	1	105	-10	0	-2	-3	0
COc1ccc(NC(=O)C(F)(F)F)cc1OC	-2.8	-4	14	0	90	-2	14	1	-4	0
Fc1cc(Cl)c(OCc2noc(-c3ccsc3)n2)c(Cl)c1	1.5	2	-7	-4	nt	-10	23	9	-1	-12
Cc1ccc(C(=O)N2CCN(c3ccc(NC(=S)NC(=O)Cc4ccccc4)cc3)CC2)cc1	-1.7	2	9	0	96	-6	-6	-15	-2	-3
CC1(C)CC(NC(=O)c2cc(COc3cccc(C(F)(F)F)c3)on2)CCO1 (stereo not drawn)	-1.0	-10	5	0	103	3	24	-4	-9	-5
COc1cccc(N(C(=O)Cn2nnc(-c3cccs3)n2)C(C(=O)NC(C)C)c2ccc(C)o2)c1 (stereo not drawn)	1.4	-7	-8	-2	74	2	-2	5	-4	-1
COc1ccc(S(=O)(=O)NC(C)C(=O)Nc2ccc3c(c2)OCO3)cc1OC (stereo not drawn)	-3.4	1	18	3	nt	-7	-3	-8	-1	1
CC(NC(=O)c1ccccc1Cl)C(=O)N1CCN(Cc2ccc3c(c2)OCO3)CC1 (stereo not drawn)	-0.2	-4	1	5	108	-9	-2	12	3	-1
COc1cccc2c1C(=O)c1c(O)c3c(c(O)c1C2=O)C[C@@](O)(C(=O)CO)C[C@@H]3O[C@H]1C[C@H](N)[C@@H](O)[C@H](C)O1	3.5	-2	-19	0	88	-13	35	0	-29	-5
O=C(NCc1ccc(Cl)cc1)c1cc2ccccn2n1	0.4	5	-2	-2	100	-6	1	5	-9	-2
CC1=[N+](C)N(c2ccccc2)C(=O)C1N=C/C=C/c1ccccc1 (stereo not drawn)	-2.7	1	13	-2	104	3	3	1	1	0
Cc1cc2nnc(SCc3ccccc3)n2c(N)n1	-1.6	4	9	-1	105	-10	-3	8	-8	1
O=C(Cn1ccc(NC(=O)OCc2ccccc2)nc1=O)NCCCn1ccnc1	-2.1	0	12	0	99	8	2	-10	4	-3
Cc1cc2nc3n(c2cc1C)CC1CC(C(=O)NCc2cccc(C(F)(F)F)c2)N(C)C31 (stereo not drawn)	-1.2	-1	5	4	137	5	1	19	5	-4
OC(CN(c1ccccc1)c1ccccc1)Cn1cnc2ccccc21 (stereo not drawn)	16	0	-68	6	nt	-5	-3	-16	-6	4
Cc1onc(-c2c(Cl)cccc2Cl)c1C(=O)N1CCOCC1	1.1	-6	-6	3	102	-6	10	-17	1	-4
Cc1ccc(/C=C/C(=O)c2c(C)cc(C)[nH]c2=O)cc1	0.8	0	-4	2	104	9	0	-24	1	1
CCc1ccc(NC(=O)CSc2nc3nc(C)cc(C)n3n2)cc1	-2.3	-5	12	0	nt	-15	-1	-4	6	-7
COc1cc(O)c(C(CC(=O)N2CCN(c3ccccc3)CC2)c2cc(OC)c(OC)c(OC)c2)c(OC)c1 (stereo not drawn)	-1.2	16	7	2	102	0	21	-5	-12	3
C=CCn1c(Cc2cccs2)nnc1SCC(=O)Nc1cccc(OC)c1	-1.8	-4	9	0	86	-3	0	0	-4	-1

Compound activity (PubChem)
